Screening data: PubChem, Broad Institute
EWS-Fli block – blocks EWS/Fli oncoprotein-driven transcription; 0.67% of 350,000 active; inhibition, % at 12.6 µM; A673 NR0B1-luciferase reporter, viability-normalised;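 active = mean inhibition of at least 50% after viability correction, with every replicate also passing that limit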;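 note: firefly luciferase signal divided by Alamar Blue viability fluorescence both relative to DMSO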
FN deposit inh – fibronectin deposition inhibition; 0.086% of 350,000 active; AH1F fibroblasts, Alexa488-fibronectin deposition fluorescence, overnight; inhibition, % at 12.6 µM;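 active = mean inhibition across replicates of 30% or more, regardless of how many single replicates reach that level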;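 note: positive control wells lacked labelled fibronectin entirely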
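Material: AH1F fibroblast monolayer depositing Alexa488-labelled fibronectin into matrix / Amount: 10000 AH1F cells per well / Signal: fluorescence 485/525 nm / Medium: DMEM, 2% serum / Compound: single dose, pinned / Incubation: 1 h cell adhesion before compound, then overnight fibronectin incubation / Reagent: Alexa488-FN, 24 nM final / Read-out: inhibition of fibronectin deposition signal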
LGR2 antag – Drosophila LGR2 receptor signaling inhibition; 0.35% of 380,000 active; inhibition, % at 9.99 µM; HEK293 LGR2, CRE-luciferase, bursicon-stimulated, 4 h;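 active = drop in luminescence signal, shown as inhibition above about 50% in the replicate tests, limit read from the data, passing the limit was not always enough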;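 note: agonist challenge used bursicon conditioned medium at about half maximal strength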
S100A4 inh HTS – inhibitors of human S100A4 binding to myosin IIA peptide. S100A4/TAMRA-MyoIIA peptide fluorescence polarization. inhibition, % at 10.7 µM. 0.14% of 360,000 active. AID 652163;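 active = mean inhibition of at least 70% across replicates, with every replicate also reaching that level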
Target sequence (P26447 whole entry, looked up): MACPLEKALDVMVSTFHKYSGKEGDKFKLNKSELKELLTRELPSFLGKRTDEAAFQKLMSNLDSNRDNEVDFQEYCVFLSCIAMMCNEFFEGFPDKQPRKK
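Material: S100A4 monomer protein | Medium: HEPES pH 7.2 with CaCl2, KCl, NaCl, DTT, Triton | Reagent: Labelled myosin peptide probe, 5 nM | Doses: One dose per compound | Times: 5 min incubation before reading | Benchmarks: Neutral control DMSO, positive control TFP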
PGC1a acetyl inh – modulators of PGC1a acetylation. U2OS PGC1a acetylation, AlphaScreen anti-acetyl-lysine; with virally co-expressed GCN5 acetyltransferase. inhibition, % at 15.6 µM. 0.17% of 350,000 active;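 active = every replicate shows inhibition of at least 40%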;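 note: 0% = neutral control wells and 100% = positive control wells; some results beyond the cut were filed as inactive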
PAX8 inh HTS – lowers PAX8-driven luciferase in RMG-I cells; RMG-I TPO-luciferase reporter, SteadyGlo, 24 h; inhibition, % at 12.6 µM; 1.2% of 360,000 active; AID 652154;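 active = mean replicate inhibition at least 60% with every replicate also reaching 60%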;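 note: luciferase light reporting Pax8 driven TPO promoter activity; plate controls were median of neutral control wells for no effect and mitoxantrone controls for full effect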
ERAP1 HTS inh – ERAP1 (human) enzyme inhibition; Q9NZ08; recombinant ERAP1, Leu-AMC fluorescence, 60 min; inhibition, % at 10.7 µM; 0.15% of 340,000 active;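 active = mean replicate inhibition of at least 30%, or all replicates individually reaching that 30% level; inactive = mean below 30% and not every replicate reaching it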;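 note: 0% = neutral control wells and 100% = L-leucinethiol positive control wells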
Target sequence (Q9NZ08 whole entry, looked up): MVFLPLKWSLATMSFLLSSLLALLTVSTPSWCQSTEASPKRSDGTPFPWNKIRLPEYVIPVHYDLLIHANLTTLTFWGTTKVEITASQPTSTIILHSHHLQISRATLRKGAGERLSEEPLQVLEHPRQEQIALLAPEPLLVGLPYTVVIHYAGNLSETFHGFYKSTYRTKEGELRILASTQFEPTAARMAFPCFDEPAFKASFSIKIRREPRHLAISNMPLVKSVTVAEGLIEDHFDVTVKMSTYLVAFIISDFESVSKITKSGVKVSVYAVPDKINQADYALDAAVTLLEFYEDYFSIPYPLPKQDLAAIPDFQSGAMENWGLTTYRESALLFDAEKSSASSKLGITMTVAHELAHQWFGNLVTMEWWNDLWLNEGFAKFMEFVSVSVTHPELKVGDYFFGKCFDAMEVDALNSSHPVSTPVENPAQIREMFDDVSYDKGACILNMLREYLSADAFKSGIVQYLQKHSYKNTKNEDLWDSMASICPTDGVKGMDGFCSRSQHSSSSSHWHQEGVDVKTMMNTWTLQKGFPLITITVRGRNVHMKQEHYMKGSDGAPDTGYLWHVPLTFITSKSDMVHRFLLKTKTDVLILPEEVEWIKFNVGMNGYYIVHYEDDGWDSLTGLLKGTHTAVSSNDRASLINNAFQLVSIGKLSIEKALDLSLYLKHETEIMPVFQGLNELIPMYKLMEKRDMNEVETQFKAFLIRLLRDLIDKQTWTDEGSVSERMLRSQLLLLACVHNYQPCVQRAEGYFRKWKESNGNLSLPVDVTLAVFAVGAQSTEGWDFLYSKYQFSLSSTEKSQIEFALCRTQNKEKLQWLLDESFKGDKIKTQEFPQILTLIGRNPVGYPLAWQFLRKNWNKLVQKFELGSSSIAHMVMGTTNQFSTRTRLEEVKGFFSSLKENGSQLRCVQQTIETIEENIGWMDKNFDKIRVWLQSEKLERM
PglD DTNB – PglD (C. jejuni) enzyme inhibition; purified PglD enzyme, DTNB colorimetric CoA detection; inhibition, % at 12.5 µM; 0.098% of 360,000 active; AID 602405; in the data active = inhibition above about 16%, passing the limit was not always enough; note: strong numbers were not always called active
* = called active by the depositor; & = joins results of further samples. Hits appear at their usual frequency; any-hit rate near 2.1%.

What do the screens show for `CC(C)(C)C(=O)N1CCN(c2ccc(NC(=O)c3ccc([N+](=O)[O-])o3)cc2)CC1`?
EWS-Fli block: 54*; FN deposit inh: 11; LGR2 antag: 5; S100A4 inh HTS: -3; PAX8 inh HTS: 101*; ERAP1 HTS inh: 0; PglD DTNB: -1

How did Cn1cc(CN2CCCC(C(=O)Nc3cccc(-n4cccn4)c3)C2)cn1 (centres undefined) do in these assays?
EWS-Fli block: 3; FN deposit inh: 6; LGR2 antag: 19; S100A4 inh HTS: -1; PGC1a acetyl inh: 2; PAX8 inh HTS: 11; ERAP1 HTS inh: 2; PglD DTNB: -2

How did N#Cc1c(-c2ccc(F)cc2)c2c([nH]c1=O)-c1ccccc1OC2 do in these assays?
EWS-Fli block: 3; FN deposit inh: 6; S100A4 inh HTS: -10; PGC1a acetyl inh: 5; PAX8 inh HTS: 5; PglD DTNB: -4

Results for C[C@@H]1CN([C@H](C)CO)C(=O)c2cccc(NS(=O)(=O)c3ccc(Cl)cc3)c2O[C@@H]1CN(C)C(=O)Nc1ccccc1 ?
EWS-Fli block: -5; LGR2 antag: -5; S100A4 inh HTS: -34; PGC1a acetyl inh: -2; PAX8 inh HTS: -18; ERAP1 HTS inh: -18; PglD DTNB: 4

How did O=C(O)C1CCCCN1S(=O)(=O)c1ccc(Cl)s1 (centres undefined) do in these assays?
EWS-Fli block: 6; FN deposit inh: -5; LGR2 antag: -9; S100A4 inh HTS: -4; PGC1a acetyl inh: 9; PAX8 inh HTS: 31; ERAP1 HTS inh: -1; PglD DTNB: -2

How did CN(c1ccccc1)S(=O)(=O)c1cccc(NC(=O)CCNC(=O)c2ccco2)c1 do in these assays?
EWS-Fli block: 3; FN deposit inh: -7; LGR2 antag: 9; S100A4 inh HTS: -1; PGC1a acetyl inh: 3; PAX8 inh HTS: 21; ERAP1 HTS inh: -2; PglD DTNB: -1

What do the screens show for `COCc1nc2c([nH]1)c(=O)n(C)c(=O)n2CC(C)C`?
EWS-Fli block: 9; FN deposit inh: -18; LGR2 antag: -10; S100A4 inh HTS: 1; PGC1a acetyl inh: -6; PAX8 inh HTS: -19; ERAP1 HTS inh: -1; PglD DTNB: -3

What do the screens show for `C[C@@H]1CN([C@@H](C)CO)C(=O)c2cc(NC(=O)CCCN(C)C)ccc2O[C@@H](C)CCCCO[C@@H]1CN(C)C(=O)Cc1ccccc1`?
EWS-Fli block: -10; LGR2 antag: -11; S100A4 inh HTS: -3; PGC1a acetyl inh: 2; PAX8 inh HTS: 13; ERAP1 HTS inh: 0; PglD DTNB: 2

What do the screens show for `Cc1cc(NC(=O)CN2CCC(C)CC2)no1`?
EWS-Fli block: -3; FN deposit inh: 12; S100A4 inh HTS: -3; PAX8 inh HTS: -13; ERAP1 HTS inh: 2

Results for COc1ccc(NC(=O)Nc2ccc3c(c2)CC(=O)N([C@@H](C)CO)C[C@@H](C)[C@H](CN(C)C(=O)Nc2ccc4c(c2)OCO4)O3)cc1 ?
EWS-Fli block: -2; LGR2 antag: -10; S100A4 inh HTS: -2; PGC1a acetyl inh: 3; PAX8 inh HTS: -17; ERAP1 HTS inh: -2; PglD DTNB: 2

How did CCCCN(CC)CCNC(=O)c1cc2c(=O)n(CC)c3ccccc3c2s1 do in these assays?
EWS-Fli block: 28; FN deposit inh: 0; LGR2 antag: -12; S100A4 inh HTS: -5; PGC1a acetyl inh: -16; PAX8 inh HTS: 2; ERAP1 HTS inh: -2; PglD DTNB: 4

What do the screens show for `COc1ccc(S(=O)(=O)Nc2cccc3c2O[C@@H](CN(C)Cc2ccc(C(F)(F)F)cc2)[C@H](C)CN([C@@H](C)CO)C3=O)cc1`?
EWS-Fli block: -3; FN deposit inh: -2; LGR2 antag: -5; S100A4 inh HTS: -5; PGC1a acetyl inh: -17; ERAP1 HTS inh: 2; PglD DTNB: 0

What do the screens show for `COc1ccccc1CNC(=O)CSC1=NCCS1`?
EWS-Fli block: -15; FN deposit inh: 7; LGR2 antag: -29; S100A4 inh HTS: -3; PGC1a acetyl inh: -1; PAX8 inh HTS: -45; ERAP1 HTS inh: 1; PglD DTNB: 0

What do the screens show for `Cc1csc(=O)n1CCC(=O)OCC(=O)Nc1ccc(S(N)(=O)=O)cc1`?
EWS-Fli block: 0; FN deposit inh: -14; LGR2 antag: -6; S100A4 inh HTS: -4; PGC1a acetyl inh: 9; PAX8 inh HTS: -15; ERAP1 HTS inh: 0; PglD DTNB: 2

What do the screens show for `CC(C)NC[C@H](O)c1ccc(O)c(O)c1`?
EWS-Fli block: 1; FN deposit inh: 6; LGR2 antag: 2; S100A4 inh HTS: -3; PGC1a acetyl inh: -7; PAX8 inh HTS: 7; ERAP1 HTS inh: -3; PglD DTNB: 11

Results for Cc1ccc(OCC(O)CNC2CCCC2)cc1C (centres undefined) ?
EWS-Fli block: -7; FN deposit inh: -5; LGR2 antag: 11; S100A4 inh HTS: -3; PGC1a acetyl inh: 15; PAX8 inh HTS: -6; ERAP1 HTS inh: 2; PglD DTNB: -7

How did CC(/C=C1\SC(=S)N(NC(=O)c2ccncc2)C1=O)=C\c1ccccc1 do in these assays?
EWS-Fli block: -9; FN deposit inh: 3; LGR2 antag: 0; S100A4 inh HTS: -9; PGC1a acetyl inh: 2; PAX8 inh HTS: -26; ERAP1 HTS inh: 4; PglD DTNB: 0

How did CC(=O)c1ccc(-n2c(CCC(=O)O)ccc2-c2cccs2)cc1 do in these assays?
EWS-Fli block: -4; LGR2 antag: -64; S100A4 inh HTS: -24; PGC1a acetyl inh: 4; ERAP1 HTS inh: -2; PglD DTNB: 4

How did Cc1ccc(CN(C)C(=O)c2ccc3c(c2)NC(=O)CS3)o1 do in these assays?
EWS-Fli block: 8; FN deposit inh: -7; LGR2 antag: 11; S100A4 inh HTS: -14; PGC1a acetyl inh: -4; PAX8 inh HTS: -32; ERAP1 HTS inh: -2; PglD DTNB: 6

Results for O=C(C[C@@H]1CC[C@@H]2[C@H](COC[C@H](O)CN2S(=O)(=O)c2ccccc2)O1)NCC1CCCCC1 ?
EWS-Fli block: -6; FN deposit inh: -2; LGR2 antag: -24; S100A4 inh HTS: 15; PGC1a acetyl inh: -2; PAX8 inh HTS: 6; ERAP1 HTS inh: 0; PglD DTNB: 1

How did Cc1ccccc1Cn1c(C)c(C(=O)NCC(C)C)sc1=O do in these assays?
EWS-Fli block: -4; FN deposit inh: -8; LGR2 antag: 22; S100A4 inh HTS: -2; PGC1a acetyl inh: 4; PAX8 inh HTS: -3; ERAP1 HTS inh: -2; PglD DTNB: 0

Results for CC(C)(C)OC(=O)N(CCc1ccccc1)Cc1ccccc1OCc1ccc(NC(=O)C2CCC2)cc1 ?
EWS-Fli block: -56; FN deposit inh: 0; LGR2 antag: 17; S100A4 inh HTS: -21; PGC1a acetyl inh: -3; PAX8 inh HTS: 36; ERAP1 HTS inh: -3; PglD DTNB: -10

What do the screens show for `CC1(C)NC(=O)N(c2ccc([N+](=O)[O-])c(C(F)(F)F)c2)C1=O`?
EWS-Fli block: 3; FN deposit inh: 3; LGR2 antag: -14; S100A4 inh HTS: 2; PGC1a acetyl inh: -9; PAX8 inh HTS: 1; ERAP1 HTS inh: -4; PglD DTNB: 1

How did CCN(CC)S(=O)(=O)c1ccc(/C=C/C(=O)OCC(=O)NCc2ccco2)cc1 do in these assays?
EWS-Fli block: 8; FN deposit inh: -17; LGR2 antag: 12; S100A4 inh HTS: -1; PAX8 inh HTS: -9; ERAP1 HTS inh: -1; PglD DTNB: -2

What do the screens show for `C[C@@H]1CN([C@@H](C)CO)C(=O)c2cc(NC(=O)CCC(F)(F)F)ccc2O[C@@H](C)CCCCO[C@@H]1CN(C)C(=O)NC1CCCCC1`?
EWS-Fli block: 0; LGR2 antag: -7; S100A4 inh HTS: 12; PAX8 inh HTS: -31; ERAP1 HTS inh: 4; PglD DTNB: 0

How did COc1ccc(C2=CC(=O)C[C@H](CN3C(=O)c4ccccc4C3=O)N(C(=O)OC(C)(C)C)O2)cc1 do in these assays?
EWS-Fli block: 5; FN deposit inh: 0; S100A4 inh HTS: -6; PGC1a acetyl inh: 11; PAX8 inh HTS: 13; ERAP1 HTS inh: -1; PglD DTNB: -4

How did Cc1ccc(C(=O)N2CCN(c3ccc(NC(=O)c4cccs4)cc3)CC2)cc1 do in these assays?
EWS-Fli block: -2; FN deposit inh: 1; LGR2 antag: -9; S100A4 inh HTS: 1; PGC1a acetyl inh: -2; PAX8 inh HTS: 11; ERAP1 HTS inh: 2; PglD DTNB: 2

How did CC(=O)c1nnn(-c2ccc(Cl)cc2C#N)c1C do in these assays?
EWS-Fli block: -5; FN deposit inh: -4; S100A4 inh HTS: 1; PAX8 inh HTS: -5; ERAP1 HTS inh: 0

Results for CCCNC(=O)N(C)C[C@@H]1Oc2cc(C#CC(C)C)ccc2S(=O)(=O)N([C@H](C)CO)C[C@H]1C ?
EWS-Fli block: -10; FN deposit inh: -21; LGR2 antag: 5; S100A4 inh HTS: -40; PGC1a acetyl inh: 12; PAX8 inh HTS: 1; ERAP1 HTS inh: -2; PglD DTNB: 4

How did COc1nc(N2CCOCC2)nc(C)c1[N+](=O)[O-] do in these assays?
EWS-Fli block: 18; FN deposit inh: 9; LGR2 antag: 13; S100A4 inh HTS: 1; PAX8 inh HTS: 3; ERAP1 HTS inh: -4

What do the screens show for `COc1ccccc1N1CCN(C2=CC(=O)CCC2)CC1`?
LGR2 antag: -12; S100A4 inh HTS: -2; PGC1a acetyl inh: 1; ERAP1 HTS inh: 0; PglD DTNB: -5

Results for Cc1nc(SCC(=O)N2CCCC2=O)c2c(C)c(C)sc2n1 ?
EWS-Fli block: 6; FN deposit inh: 2; LGR2 antag: -7; S100A4 inh HTS: 0; PGC1a acetyl inh: 8; PAX8 inh HTS: -14; ERAP1 HTS inh: 4; PglD DTNB: -1

What do the screens show for `COc1ccc(S(=O)(=O)Nc2cccc(S(=O)(=O)NC3=NCCC3)c2)cc1[N+](=O)[O-]`?
EWS-Fli block: 0; FN deposit inh: 14; LGR2 antag: -12; S100A4 inh HTS: -1; PAX8 inh HTS: -7; ERAP1 HTS inh: -7

How did CC(C)C(NC(=O)c1ccc2c(c1)OCO2)C(=O)N/N=C\c1ccco1 (centres undefined) do in these assays?
EWS-Fli block: -8; LGR2 antag: 10; S100A4 inh HTS: 4; PGC1a acetyl inh: 5; ERAP1 HTS inh: 14; PglD DTNB: 0

What do the screens show for `C[C@@H]1CN([C@H](C)CO)C(=O)CCCn2nncc2CO[C@@H]1CN(C)S(C)(=O)=O`?
EWS-Fli block: -4&1; FN deposit inh: 0&12; S100A4 inh HTS: 1&10; PGC1a acetyl inh: -6&-1; PAX8 inh HTS: -1&7; ERAP1 HTS inh: 5&-3; PglD DTNB: -5&3

What do the screens show for `O=C1O[C@@H](c2ccccc2)[C@@H](c2ccccc2)N2[C@@H](c3ccccc3OCCO)[C@]3(C(=O)Nc4ccc(C#CCCO)cc43)[C@@H](C(=O)N3CCCCCCC3)[C@H]12`?
EWS-Fli block: 13; S100A4 inh HTS: -6; PAX8 inh HTS: 93*; ERAP1 HTS inh: -1; PglD DTNB: -6

Structures above that have a cyano group:
How did N#Cc1c(-c2ccc(F)cc2)c2c([nH]c1=O)-c1ccccc1OC2 do in these assays?
EWS-Fli block: 3; FN deposit inh: 6; S100A4 inh HTS: -10; PGC1a acetyl inh: 5; PAX8 inh HTS: 5; PglD DTNB: -4

How did CC(=O)c1nnn(-c2ccc(Cl)cc2C#N)c1C do in these assays?
EWS-Fli block: -5; FN deposit inh: -4; S100A4 inh HTS: 1; PAX8 inh HTS: -5; ERAP1 HTS inh: 0
